# H1N1 NS1A inhibition – H1N1 influenza NS1A inhibitors, functional cell based assay (AID 504329). NS1A functional cell-based assay, percent inhibition; higher % means a stronger effect. inhibition, % at 12.5 µM; hits with a dose series show IC50 in µM. hit rate 0.3% among 340,000; in the data active = a potency from the dose series; inconclusive = inhibition above about 27% without an active follow-up result; also: strong numbers were not always called active
# tuberculosis growth – growth inhibition of non-replicating M. tuberculosis (AID 488890). one-dose inhibition, % at 25 µM; IC50 in µM for titrated hits. hit rate 0.39% among 320,000. Mycobacterium tuberculosis non-replicating, growth inhibition; higher % means a stronger effect; in the data active = a potency from the dose series; inconclusive = inhibition mostly from about 82% at the one dose, without a potency; inactive = the rest, 99 in 100 with inhibition below about 76%;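 also: plate controls were DMSO cells for no effect and high antibiotic wells for full effect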
# VEEV TC-83 Vero – inhibitors of VEEV TC-83 cytopathic effect, confirmation, Vero cells (AID 588727). Vero cells, VEEV TC-83 cytopathic effect inhibition; higher % means a stronger effect. inhibition, % at 20 µM; hits with a dose series show IC50 in µM. hit rate 0.13% among 350,000; in the data active = a potency from the dose series; inconclusive = inhibition mostly from about 14% at the one dose, without a potency; inactive = the rest, 99 in 100 with inhibition below about 12%; also: strong numbers were not always called active
# M. tuberculosis HTS – M. tuberculosis growth inhibition, HTS (AID 449762); M. tuberculosis H37Rv growth inhibition, 7H9 media; higher % means a stronger effect; inhibition, % at 25 µM; hits with a dose series show IC50 in µM; hit rate 0.59% among 330,000; in the data active = a potency from the dose series; inconclusive = inhibition above about 70% without an active follow-up result;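 also: bacterial growth assessed after seven days of incubation; strong numbers were not always called active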
# Salmonella PhoP GFP – Inhibition of PhoP regulon, Salmonella typhi GFP reporter cells, confirmation, 4 h (AID 1850); Salmonella Typhi PhoP-promoter GFP reporter, fluorescence, 4 h; higher % means a stronger effect; inhibition, % at 50 µM, or IC50 in µM where a hit was titrated; hit rate 0.33% among 310,000; in the data active = a potency from the dose series; inconclusive = inhibition mostly from about 25% at the one dose, without a potency; inactive = the rest, 99 in 100 with inhibition below about 19%;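 also: 0% = induced wells with vehicle and 100% = uninduced wells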
# VEEV TC-83 Vero 10K pilot screen – recorded beside VEEV TC-83 Vero, whose call it bears; inhibition, %; measured here: 10K pilot screen inhibition
# * hit, by the source's call; i = inactive; ? = inconclusive; . = not tested or not shown; & = joins results of further samples.
SMILES,H1N1 NS1A inhibition,tuberculosis growth,VEEV TC-83 Vero,M. tuberculosis HTS,Salmonella PhoP GFP,others
CC(C)Cc1nnc(NC(=O)CN2C(=O)NC3(CCCCC3)C2=O)s1,25.7%,16.8%,1.6%,6.7%,12.8%,
O=C1N[C@@H](Cc2ccccc2)C(=O)N2[C@H]1C[C@]1([C@]34C[C@H]5C(=O)N[C@@H](Cc6ccccc6)C(=O)N5[C@H]3N(S(=O)(=O)c3ccccc3)c3ccccc34)c3ccccc3N(S(=O)(=O)c3ccccc3)[C@H]21,1.4%,34.3%,0.3%,-4.3%,8.5%,
CCS(=O)(=O)N1CCC(C(=O)NCCCN2CCN(c3ccccc3F)CC2)CC1,-3.7%,-24.9%,0.2%,-15.1%,-5.5%,
S=c1[nH]nc(COc2ccccc2)n1/N=C/c1ccc(Cl)cc1,-25.9%,-21.8%,i,8.9%,10.6%,
CCOC(=O)c1cc(C(=O)OCC)c(=O)[nH]c1SCc1ccccc1,18.5%,?,0.2%,-0.6%,-1.8%,
Cc1ccc(-n2c(Cc3cccn3C)nnc2SCC(=O)Nc2nnc(C)s2)cc1,1.9%,.,0.7%,.,-4.2%,
COC(=O)CNC(=O)CCc1nnc(C2(c3ccc(Cl)cc3)CCC2)o1,-7.8%,-2.9%,1.7%,-3.0%,1.1%,
CCN1C(=O)[C@H]2[C@@H](c3ccc(OC)cc3)N3C(=O)CN(CCOC)C(=O)[C@@]3(C)[C@H]2C1=O,2.1%,-3.2%,i,10.8%,-11.3%,
C/C=C/C(=O)OCC(=O)Nc1cccc(S(=O)(=O)NC2=NCCCCC2)c1,-2.4%,-10.4%,i,-8.8%,15.3%,
CCN(Cc1ccncc1)C(=O)c1cccc(S(=O)(=O)N2CCCCC2)c1,-6.1%,15.7%,2.0%,-6.7%,.,
Cc1cc(=O)oc2c(CN3CCN(C)CC3)c(O)c(Cl)cc12,-6.1%,-10.0%,i,-4.5%,-12.6%,
COC(=O)C1=C(c2ccc(OC(F)(F)F)cc2)C[C@@H]2CC[C@H]1N2C(=O)NC(C)C,-1.6%,-9.9%,0.3%,-5.9%,.,
COc1ccccc1N1CCN(CC(O)COc2ccc3c(c2)OCO3)CC1 (stereo not given),-1.9%,11.3%,i,0.6%,-0.4%,
O=S(=O)(Nn1cnnc1)c1ccccc1,7.0%,0.4%,0.1%,-4.7%,1.4%,
CCOc1cc(C)ccc1OCc1nnc(SCC(=O)c2cccc([N+](=O)[O-])c2)n1CC,6.1%,8.4%,0.2%,8.4%,3.4%,
O=C(NCCCCc1ccccc1)c1cccc(Br)c1,1.1%,46.8%,i,10.7%,-5.9%,
Cc1ccc(S(=O)(=O)N2CCC(C(=O)OCCOc3ccccc3)CC2)cc1C,2.0%,52.3%,3.1%,?,-2.4%,
COc1ccc(C(=O)COC(=O)c2cccc(-n3cnnn3)c2)c(OC)c1,-2.9%,18.7%,9.2%,6.5%,2.3%,
COC(C/C=C\C(=O)[C@H](C)OCc1ccccc1)OC,-3.4%,71.5%,0.9%,14.8%,1.1%,
CC(=O)c1c(C)[nH]c(C(=O)OCC(=O)N2CCc3ccccc32)c1C,2.1%,5.0%,3.5%,3.6%,-5.9%,
C=CCn1c(SCC(=O)Nc2ccc(C(=O)OCC)cc2)nnc1-c1cccs1,-1.3%,4.1%,0.5%,-9.1%,-1.2%,VEEV TC-83 Vero 10K pilot screen=0.0
CCS(=O)(=O)/N=C(\N)c1ccccc1,-4.4%,3.7%,2.2%,-3.4%,0.4%,
Cc1ccc(NC(=O)CN(C)C(=O)c2ccc(Cl)c([N+](=O)[O-])c2)cc1,-5.0%,-3.3%,1.8%,2.7%,-7.7%,
O=C(N[C@@H](Cc1ccc(Br)cc1)C(=O)O)OCC1c2ccccc2-c2ccccc21,3.3%,40.4%,i,0.8%,6.8%,VEEV TC-83 Vero 10K pilot screen=1.0
C/C(N)=C(/C#N)C(=O)CSc1nnc(Nc2cccc(C)c2C)s1,-3.1%&3.3%,36.9%,1.9%,-8.2%,6.2%,
Cc1cc(C)c(C)c(OCCNCc2ccccc2)c1,-7.5%,38.1%,0.5%,6.7%,-1.3%,
O=C(NC(=S)Nc1ccc2[nH]c(=O)[nH]c2c1)c1ccccc1[N+](=O)[O-],-4.7%,-4.0%,1.8%,4.3%,-1.1%,
CCOc1ccc(C2(C)CC(=O)N(C)C2=O)cc1 (stereo not given),-8.8%,-7.2%,0.7%,5.4%,-5.1%,
CC1COC2C(O1)N(S(C)(=O)=O)CCN2S(C)(=O)=O (stereo not given),5.8%,1.4%,0.7%,4.1%,-0.4%,
CCN(Cc1nc2cc(Cl)ccc2c(=O)[nH]1)C(=O)c1nn(C)c(=O)c2ccccc12,-0.2%,?,1.2%,0.3%,.,
COc1ccc(N2CC(C(=O)Nc3cc(C)on3)CC2=O)cc1 (stereo not given),-4.8%,22.4%,0.2%,10.2%,3.7%,
O=C(Nc1ccc(S(=O)(=O)NC2CCCCC2)cc1)c1ccc(Br)o1,2.5%,-14.9%,i,-12.5%,-11.7%,
Oc1ccc(/C=N/N2CCN(c3ccccn3)CC2)cc1,1.8%,9.6%,i,8.7%,4.6%,
Cc1ccccc1CS(=O)(=O)CCC(=O)NCCN1CCN(c2cccc(Cl)c2)CC1,15.0%,36.4%,0.1%,-17.2%,-2.7%,
CCCn1nnc(NC(=O)/C=C/c2ccco2)n1,-2.1%,1.1%,3.6%,-5.9%,1.2%,
Cc1ccc(C(=O)ONc2ccc(N=O)cc2)cc1,-2.2%,-17.2%,1.3%,23.2µM*,6.4%,
COc1ccc(/C=C/C(=O)c2ccccc2O)cc1,7.9%,46.5%,1.1%,2.0%,11.4%,
O=C(NC(=S)Nc1ccccc1Br)C1CCC1,18.3%,?,1.2%,1.6%,-10.2%,
CCN(C(=O)CN1CCCCC1)c1c(N)n(Cc2ccccc2)c(=O)[nH]c1=O,-6.8%,-12.3%,1.4%,-7.5%,.,
COC(=O)/C(C#N)=C/c1cc(C)sc1C,8.8%,-9.3%,1.7%,-8.9%,0.5%,

# Some of these compounds in order of length of the SMILES, descending.
SMILES,H1N1 NS1A inhibition,tuberculosis growth,VEEV TC-83 Vero,M. tuberculosis HTS,Salmonella PhoP GFP,others
Cc1ccc(NC(=O)CN(C)C(=O)c2ccc(Cl)c([N+](=O)[O-])c2)cc1,-5.0%,-3.3%,1.8%,2.7%,-7.7%,
Oc1ccc(/C=N/N2CCN(c3ccccn3)CC2)cc1,1.8%,9.6%,i,8.7%,4.6%,
CCOc1ccc(C2(C)CC(=O)N(C)C2=O)cc1 (stereo not given),-8.8%,-7.2%,0.7%,5.4%,-5.1%,

# Random excerpt: 7 records from the list
SMILES,H1N1 NS1A inhibition,tuberculosis growth,VEEV TC-83 Vero,M. tuberculosis HTS,Salmonella PhoP GFP,others
CCS(=O)(=O)/N=C(\N)c1ccccc1,-4.4%,3.7%,2.2%,-3.4%,0.4%,
Cc1ccccc1CS(=O)(=O)CCC(=O)NCCN1CCN(c2cccc(Cl)c2)CC1,15.0%,36.4%,0.1%,-17.2%,-2.7%,
CCN(C(=O)CN1CCCCC1)c1c(N)n(Cc2ccccc2)c(=O)[nH]c1=O,-6.8%,-12.3%,1.4%,-7.5%,.,
COc1ccc(N2CC(C(=O)Nc3cc(C)on3)CC2=O)cc1 (stereo not given),-4.8%,22.4%,0.2%,10.2%,3.7%,
O=C(Nc1ccc(S(=O)(=O)NC2CCCCC2)cc1)c1ccc(Br)o1,2.5%,-14.9%,i,-12.5%,-11.7%,
CCOc1ccc(C2(C)CC(=O)N(C)C2=O)cc1 (stereo not given),-8.8%,-7.2%,0.7%,5.4%,-5.1%,
Oc1ccc(/C=N/N2CCN(c3ccccn3)CC2)cc1,1.8%,9.6%,i,8.7%,4.6%,

# Going on with the list.
SMILES,H1N1 NS1A inhibition,tuberculosis growth,VEEV TC-83 Vero,M. tuberculosis HTS,Salmonella PhoP GFP,others
Cc1ccc(S(=O)(=O)NCC(=O)OC(C)C(=O)NC2CCCCC2C)cc1C (stereo not given),-3.0%,.,0.3%,.,.,
CC(=O)Nc1ccc(NC(=O)c2c([N+](=O)[O-])c(C(C)(C)C)nn2C)cc1,-5.4%,7.7%,2.6%,-0.4%,6.6%,
Cc1ccc(-c2cc(=O)c3cc(C)ccc3[nH]2)cc1,-18.5%,-18.4%,4.5%,-4.2%,8.5%,
O=C(Nc1nccs1)c1cccnc1,-3.1%,-14.9%,1.8%,-2.5%,-3.2%,
O=C(NC1CCCCC1)c1cc(C(=O)c2ccccc2Br)c[nH]1,-9.8%,-3.5%,0.7%,-1.7%,7.2%,
CN1c2ccc([N+](=O)[O-])cc2N(C)C1(C)c1ccccc1 (stereo not given),27.6%,22.2%,i,-2.0%,-3.8%,
Cc1ccc2cc(C3CC(c4ccco4)=NN3S(=O)(=O)c3ccccc3)c(Cl)nc2c1 (stereo not given),-0.4%,10.8%,4.7%,13.0%,-4.1%,
CCCCCCNC(=O)Cc1ccc(Br)cc1,-2.8%,70.0%,i,4.1%,3.3%,
CC1(C)C(=O)NCCN1C(=O)CSc1nccc(-c2ccc(Br)cc2)n1,-6.7%,1.5%,1.3%,-10.1%,-0.4%,
O=C(CCc1nc2ccccc2c(=O)[nH]1)OCC(=O)c1cccc(Cl)c1,-12.8%,12.3%,i,7.4%,2.0%,
N#CCc1nc(CSc2nc3ccccc3s2)cs1,5.1%,31.0%,0.1%,-7.7%,-19.9%,
CC1(C)c2[nH]c3ccccc3c2C[C@H]2C(=O)N(Cc3cccc(F)c3)C(=O)N21,6.0%,39.0%,3.6%,?,-2.2%,VEEV TC-83 Vero 10K pilot screen=2.8
CCCCCNC(=O)Cc1cc(=O)[nH]c(=O)[nH]1,22.9%,-23.7%,3.6%,-3.1%,-5.5%,
O=C1NCCN(CC2CCN(CCc3ccc(Cl)c(Cl)c3)CC2)C1=O,0.8%,.,i,.,.,
Nc1cccc(Nc2ccccc2)c1,0.2%,.,1.7%,43.4%,2.3%,
Cc1noc(C)c1COc1cccc(C(=O)NC(C)(C)C)c1,-0.6%,-1.9%,1.4%,0.9%,-15.1%,
COC(=O)c1sc2nc(-c3ccccc3)c3c(c2c1N)CCCC3,-26.2%,5.4%,i,-1.7%,-2.2%,
O=C1[C@H]2[C@@H](c3ccc(F)cc3)N3C(=O)N(c4cccc(Br)c4)C(=O)[C@@]3(Cc3ccccc3)[C@H]2C(=O)N1C1CCCCC1,-3.6%,11.4%,i,24.1%,11.8%,
CC(C)C[C@H](NC(=O)OC(C)(C)C)c1nnc(SCc2cccc(F)c2)o1,4.0%,13.6%,i,0.2%,0.3%,
COc1ccc(OCCNC(=O)/C=C/c2ccc([N+](=O)[O-])cc2)cc1,-2.8%,?,i,10.2%,2.6%,
CCOc1nc(C)cc(C)c1S(=O)(=O)c1ccc(Cl)cc1,-5.0%,-2.7%,i,2.9%,-11.2%,
Cn1c(SCc2n[nH]c(=S)n2-c2ccccc2)nnc1-c1ccccc1,5.8%,11.4%,i,0.9%,-4.6%,
CCn1c(COc2ccc(=O)n(-c3ccccc3)n2)nnc1SCc1ccc(C)cc1,-3.7%,14.2%,2.0%,-13.2%,-4.5%,
O=[N+]([O-])c1ccc(C(O)CN2CCN(Cc3ccccc3)CC2)cc1 (stereo not given),-4.0%,-11.4%,i,-7.9%,9.2%,
COC(=O)c1cccnc1NC(=S)NC(C)C,-6.2%,47.9%,1.2%,-7.5%,11.4%,
COC(=O)c1ccc(Oc2nc(NC(C)(C)C)nc(N3CCOCC3)n2)cc1,.,-1.1%,.,-0.7%,0.8%,
COc1cc(OC)cc(C(=O)NNC(=O)CCc2ccccc2)c1,1.7%,9.6%,1.0%,-3.8%,-2.7%,

# Gathered by group, the entries above with a tert-butyl group
SMILES,H1N1 NS1A inhibition,tuberculosis growth,VEEV TC-83 Vero,M. tuberculosis HTS,Salmonella PhoP GFP,others
CC(=O)Nc1ccc(NC(=O)c2c([N+](=O)[O-])c(C(C)(C)C)nn2C)cc1,-5.4%,7.7%,2.6%,-0.4%,6.6%,
Cc1noc(C)c1COc1cccc(C(=O)NC(C)(C)C)c1,-0.6%,-1.9%,1.4%,0.9%,-15.1%,
CC(C)C[C@H](NC(=O)OC(C)(C)C)c1nnc(SCc2cccc(F)c2)o1,4.0%,13.6%,i,0.2%,0.3%,
COC(=O)c1ccc(Oc2nc(NC(C)(C)C)nc(N3CCOCC3)n2)cc1,.,-1.1%,.,-0.7%,0.8%,

# Screening data (PubChem)
